D2 agonist: D2 dopamine receptor (human) agonism; P14416; HEK293 T-REx D2 cells, calcium flux agonist mode; activation, % at 2 µM; 340,000 tested, 0.53% active; AID 485358;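 active = activation over 3 SD above normal in the single-dose calcium agonist read, cut at about 30% in these data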; note: 0% is about no effect
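HEK293 Trex D2 cells, tetracycline-induced, o/n 30 C 5% CO2; no-wash Ca dye, RT 30–90 min; 10-cycle baseline, 23 nl cpd added, kinetic Ca read 180 s; agonist hits = positive Ca response.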
D2 antagonist: D2 dopamine receptor (human) antagonism; P14416; HEK293 TREx D2 cells, calcium flux, dopamine EC80; inhibition, % at 10 µM; 340,000 tested, 2% active; in the data active = inhibition above about 30%; note: 0% is about no effect
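In this primary screen, negative modulation is detected by tracking calcium flux after an EC80 dopamine challenge in inducible HEK293 T-REx D2 cells preexposed to test compound for 180 s.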
USP1-UAF1 inh: inhibitors of human USP1/UAF1 deubiquitinase; O94782; recombinant USP1/UAF1, Ub-Rhodamine cleavage fluorescence; Potency, µM (top dose mostly 57.1 µM), inactives show at the top dose activity change, negative = inhibition, usual class: inhibitors; 390,000 tested, 0.23% active; AID 743255; note: potency is the fitted concentration of half-maximal effect; % is set by controls: 0 for no effect and ±100 for the full control effect; nearly all actives have a fitted effect of over 60% in size; inactives centre near -12
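In this screen, compounds sit with the deubiquitinase complex (1nM) for 15 min at room temperature before Ub-Rho is added at 150nM final. Fluorescence rise is then followed for 6 reads every 60 seconds.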
mIDH1 inhibitor: blocks human mutant IDH1 R132H enzyme | O75874 | IDH1-R132H enzyme, NADPH consumption, diaphorase/resazurin fluorescence | Potency, µM (titrated, usually from 76.6 µM), without a hit: at the top dose activity change, negative = inhibition, most hits filed as inhibitors | 390,000 tested, 0.093% active; note: potency is the fitted concentration of half-maximal effect; % is set by controls: 0 for no effect and ±100 for the full control effect; nearly all actives have a fitted effect of over 65% in size
Target sequence (O75874 whole entry R132H, stated change not applied): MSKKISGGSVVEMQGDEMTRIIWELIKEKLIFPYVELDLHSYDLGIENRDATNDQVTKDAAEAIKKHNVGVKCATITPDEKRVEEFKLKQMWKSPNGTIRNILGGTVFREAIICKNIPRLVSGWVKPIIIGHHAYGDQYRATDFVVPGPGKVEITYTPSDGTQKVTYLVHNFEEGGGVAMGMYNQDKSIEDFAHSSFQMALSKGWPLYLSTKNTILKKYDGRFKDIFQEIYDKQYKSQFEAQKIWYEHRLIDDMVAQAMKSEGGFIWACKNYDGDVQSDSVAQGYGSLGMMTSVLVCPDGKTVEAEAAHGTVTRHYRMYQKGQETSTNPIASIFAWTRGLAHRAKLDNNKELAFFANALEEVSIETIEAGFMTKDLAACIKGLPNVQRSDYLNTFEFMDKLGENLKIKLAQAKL
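IDH1-R132H (0.5 ug/mL dispensed) in pH 7.5 Tris buffer was preincubated 30 min with compound, then given a substrate mix of 0.016 mM NADPH and 2 mM alpha-KG for 80 min at room temperature; remaining NADPH was read by diaphorase/resazurin fluorescence.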
TrxR1 substrate: is turned over as a substrate by rat TrxR1. O89049. purified TrxR1 substrate turnover, NADPH consumption readout. Potency, µM (titrated, usually from 114 µM), without a hit: at the top dose activity change, negative = substrate turnover. 390,000 tested, 0.01% active. AID 588456; note: potency is the fitted concentration of half-maximal effect; % is set by controls: 0 for no effect and ±100 for the full control effect; nearly all actives have a fitted effect of over 50% in size
Target sequence (O89049 whole entry, looked up): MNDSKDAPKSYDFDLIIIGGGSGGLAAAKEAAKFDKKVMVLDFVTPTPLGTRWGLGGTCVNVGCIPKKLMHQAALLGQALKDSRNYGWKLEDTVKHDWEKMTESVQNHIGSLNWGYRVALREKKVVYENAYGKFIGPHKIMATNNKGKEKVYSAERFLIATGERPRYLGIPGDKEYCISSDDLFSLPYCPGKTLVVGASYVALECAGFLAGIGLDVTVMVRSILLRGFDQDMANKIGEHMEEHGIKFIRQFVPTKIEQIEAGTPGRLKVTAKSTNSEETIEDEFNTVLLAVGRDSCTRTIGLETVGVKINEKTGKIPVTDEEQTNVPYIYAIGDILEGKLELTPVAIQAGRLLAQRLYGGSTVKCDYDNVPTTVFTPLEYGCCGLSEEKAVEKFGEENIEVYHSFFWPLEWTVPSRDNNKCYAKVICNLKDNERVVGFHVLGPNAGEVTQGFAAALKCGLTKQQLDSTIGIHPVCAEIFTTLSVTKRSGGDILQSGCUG
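Rat TrxR1, dispensed at 90 nM, was prereduced with 400 uM NADPH (final) for 5 min at ~22 deg C, then incubated with compound 15 min before 400 uM selenite. A first-read NADPH fluorescence drop versus no-compound background flagged substrates.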
TRHR PAM: allosteric enhancers of human TRH receptor; TRHR cells, fluo-8 calcium fluorescence, EC20 TRH enhancement; enhancement, % at 2 µM; 360,000 tested, 0.66% active; AID 493056; in the data active = enhancement above about 30%; note: 0% is about no effect
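Enhancer read-out: after compound pinning and an initial kinetic agonist-mode read, an EC20 of TRH (10 nM final) was injected and fluo-8 calcium signal (Ex 480/Em 530) followed at 1 s/cycle for 100 cycles in TRHR-expressing cells.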
TrxR1 inh: blocks rat thioredoxin reductase 1; recombinant rTrxR1, NADPH fluorescence consumption, selenite substrate; Potency, µM (titrated, usually from 114 µM), inactives show at the highest dose activity change, negative = inhibition, usual class: inhibitors; O89049; 390,000 tested, 1% active; note: potency is the fitted concentration of half-maximal effect; % is set by controls: 0 for no effect and ±100 for the full control effect; nearly all actives have a fitted effect of over 65% in size
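Rat TrxR1 (90 nM in the dispensed reagent) was pre-reduced with 400 uM NADPH for 5 min at room temperature, then incubated with compound for 15 min. After 400 uM selenite was added, NADPH fluorescence (Ex 340/Em 450 nm) was followed for 8 min.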
TRHR agonist: activates the human TRH receptor; P34981; TRHR cells, calcium flux fluo-8, FDSS agonist mode; activation, % at 2 µM; 360,000 tested, 0.18% active; in the data active = activation above about 30%; note: 0% is about no effect
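TRHR-expressing cells, plated overnight in medium with 10% serum, were loaded with fluo-8 calcium dye at room temperature. After a 10 s baseline, library compound was pin-added and calcium release was recorded kinetically (ex 480/em 530) as agonist response.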
Pin1 inhibitor: blocks the human prolyl isomerase Pin1; Q13526; Pin1 FP peptide displacement, HiFluor488, 10 min; Potency, µM (titrated, usually from 115 µM), for the others: top-dose activity, negative = inhibition, most hits filed as inhibitors; 390,000 tested, 0.009% active; AID 504891; active = well fitted inhibition curve with a large enough effect in the polarisation, with a control signal flat, not every such curve was filed as active; inconclusive = small, poorly fitted or top-dose-only effect, or effect the other way, or a change in a side signal; inactive = no such curve, though single readings can be large or run the other way; the % refers to the polarisation; note: potency is the fitted concentration of half-maximal effect; % is set by controls: 0 for no effect and ±100 for the full control effect
Active calls of the source: *; ? = inconclusive; / = no result given; [ ] = another dose, or the depositor's remark. Unless noted, calls come from the whole dose curve; as a rule, active = well fitted inhibition curve with a large enough effect; inconclusive = small, poorly fitted or top-dose-only effect; inactive = no such curve, though single readings can be large or run the other way. Not all compounds are listed (hit frequency here may not be typical).

SMILES	D2 agonist	D2 antagonist	USP1-UAF1 inh	mIDH1 inhibitor	TrxR1 substrate	TRHR PAM	TrxR1 inh	TRHR agonist	Pin1 inhibitor
Cn1cc(SCC(=O)NCc2ccc(F)cc2)c2ccccc21	-1.0	-6	-17%	3%	8%[57.1 µM]	-2	21%[57.1 µM]	-1.5	-1%
COCCn1nnnc1C(c1cc2ccc(OC)cc2[nH]c1=O)N1CCc2ccccc2C1 (centres undefined)	0.7	22	?	4%	8%	-2	?	0.6	1%
NC(=O)CSc1nnnn1-c1cccc(Cl)c1	-2.5	-12	-20%	1%	1%	-2	-13%	-0.4	1%
Cc1cc(C)cc(NC(=O)CCS(=O)(=O)c2cccc3nsnc23)c1	-0.1	/	-21%	-9%	-4%	-1	11%	-0.5	7%
Cc1ccc(NC(=O)c2ccco2)c(OCc2cc(=O)n3cc(C)sc3n2)c1	-0.1	/	13%	-4%	7%[57.1 µM]	3	18%[57.1 µM]	-0.1	3%
Nc1nc(=S)c2ncn(C3CCCC3)c2[nH]1	0.7	20	-16%	0%	-11%	-4	-32%	0.4	-5%
CCOCCCNC(=O)c1c(-c2ccccc2)noc1C	0.2	-23	5%	-5%	-3%	-3	2%	0.5	-2%
CCCCn1c(N)c(N(CCOC)C(=O)c2cc(-c3ccncc3)nc3ccccc23)c(=O)[nH]c1=O	0.5	-8	-18%	-2%	0%	0	11%	0.2	1%
CC(C)(C)NC(=O)NC(=O)COC(=O)c1cccc(F)c1	-0.1	4	-10%	0%	9%	-5	16%	-0.5	4%
CNC(=O)CSc1nnc(-c2ccc3c(c2)OCO3)n1C	-0.1	-9	-9%	11%	-1%	10	28%	0.2	-3%
CCC(CO)Nc1ncc([N+](=O)[O-])cc1C#N (centres undefined)	0.5	-1	-7%	11%	-23%	5	?	0.0	2%
CC1CCCCN1C(=O)c1cc(-c2ccc3c(c2)OCO3)on1 (centres undefined)	-0.4	-32	-6%	12%	0%	18	2%	0.2	-12%
CCc1ccc(-n2c(=O)c3c4c(sc3n(CC(=O)c3ccc(F)cc3)c2=O)CCC4)cc1	0.9	/	-16%	4%	-4%	3	0%	1.4	22%
CCOC(=O)c1[nH]c(C)c(C(=O)Nc2ccccc2F)c1C	-2.7	-11	-15%	4%	-2%	-5	-5%	-0.3	0%
CCc1ccc(C2=NN(C(C)=O)C(c3ccco3)C2)cc1 (centres undefined)	1.2	15	-20%	16%	11%[0.0914 µM]	-8	-6%	-0.4	0%
COc1ccccc1NS(=O)(=O)c1cc(NC(=O)Nc2ccc(Cl)cc2Cl)ccc1N1CCCCC1	0.8	-4	-21%	-3%	3%	10	8%	0.0	6%
O=C(Cc1ccccc1)N1CCCC(c2nc(-c3cccs3)no2)C1 (centres undefined)	0.9	-10	-1%	2%	4%	4	12%	0.0	-4%
COc1cc(C=O)c(Br)cc1OC1CCCC1	0.4	-1	-7%	10%	-1%	4	0%	0.2	-5%
Cc1ccc(-c2ccc(/C=N/NC(=O)CN3CCCC3)o2)cc1Cl	0.0	-1	1%	9%	5%[57.1 µM]	7	-11%[57.1 µM]	-1.0	7%
O=C(CNC(=O)c1ccc(S(=O)(=O)N2CCCC2)cc1)N/N=C/c1ccc(F)cc1	-4.5	13	-19%	2%	0%	-5	17%	-0.1	8%
CC(C)C(NC(=O)CNC(=O)OC(C)(C)C)C(=O)NCc1ccccc1 (centres undefined)	0.7	6	-8%	2%	7%	10	14%	0.2	8%
Cc1c(Cl)cccc1NC(=O)CN1CCC(NC(=O)C2CCCCC2)CC1	0.0	-16	-6%	-3%	6%	4	15%	-0.1	2%
COc1ccc(S(=O)(=O)NCCOc2cccc3cccnc23)cc1OC	2.6	1	-23%	-2%	-3%	3	1%	-0.1	0%
CCCCn1c(N)c(Sc2ccc(C)cc2)c(=O)[nH]c1=O	0.1	-13	-17%	0%	-1%	-1	0%	-0.1	6%
CCc1nnc(NC(=O)CSc2ncc(-c3ccccc3)[nH]2)s1	-1.1	8	-16%	0%	7%	5	24%	-0.7	1%
CCc1cc(C(=O)O)c(NC(=O)/C=C/c2ccc(OC)cc2)s1	-1.5	9	-26%	15%	-24%	-3	-28%	0.0	2%
CC(C)C/C(O)=C/c1nc2cc(Cl)ccc2oc1=O	11	-2	-14%	0%	6%	1	?	0.7	-5%
CCN(CC)c1ccc2c(C)c(-c3ccc(N)cc3)c(=O)oc2c1	0.2	-2	-26%	7%	5%	0	5%	-1.4	11%
CCOc1ccc(C(=O)OC2CCCN(C)C2)cc1 (centres undefined)	0.5	-1	-22%	-8%	3%	3	13%	0.5	-7%
Cc1nn(C)cc1S(=O)(=O)NC1CCCC1	-0.4	-9	-10%	-3%	7%[57.1 µM]	2	21%[57.1 µM]	-0.1	-7%

Overlap with the part before: 2 entries, followed by the next part.
SMILES	D2 agonist	D2 antagonist	USP1-UAF1 inh	mIDH1 inhibitor	TrxR1 substrate	TRHR PAM	TrxR1 inh	TRHR agonist	Pin1 inhibitor
CCOc1ccc(C(=O)OC2CCCN(C)C2)cc1 (centres undefined)	0.5	-1	-22%	-8%	3%	3	13%	0.5	-7%
Cc1nn(C)cc1S(=O)(=O)NC1CCCC1	-0.4	-9	-10%	-3%	7%[57.1 µM]	2	21%[57.1 µM]	-0.1	-7%
O=Cc1c(Sc2ccccc2)nc2ccccn2c1=O	1.0	19	-10%	1%	9%[57.1 µM]	1	-16%[57.1 µM]	-0.2	-2%
Cc1cccc(C)c1NC(=O)CNC(=O)c1cnccn1	/	/	-3%	0%	4%[57.1 µM]	/	14%[57.1 µM]	/	1%
CCc1ccc(NC(=S)N(CCN2CCCCC2)Cc2ccco2)cc1	0.8	-6	-4%	6%	-10%	11	8%[57.1 µM]	1.3	3%
COc1ccc(C(=O)N2CCCC(Nc3ccc(C)c(C)c3)C2)c(OC)n1 (centres undefined)	-0.5	0	-16%	4%	-4%	-6	-8%	-0.9	-3%
CCn1cc([N+](=O)[O-])c(C(=O)N2N=C(c3ccc(O)c(OC)c3)CC2c2ccccc2O)n1 (centres undefined)	3.3	-1	-8%	-8%	-1%[57.1 µM]	-3	0%[57.1 µM]	-0.2	19%
Cc1cccc(NC(=O)N2CCN(Cc3ccccc3)CC2)c1	1.3	-5	-3%	0%	8%[57.1 µM]	5	-5%[57.1 µM]	0.2	-3%
COc1ccccc1NS(=O)(=O)c1ccc2c(c1)n(C)c(=O)n2C	-0.2	-15	-3%	1%	10%	9	27%	1.1	-10%
CCOC(=O)CCCn1ccc2cc(S(=O)(=O)N3CCCC3)ccc21	-2.7	-11	-13%	10%	4%	-3	17%	0.3	-2%
Cc1occc1-c1nnc(SCC(=O)NCc2cccs2)n1-c1ccc(F)cc1	1.4	13	-17%	3%	12%[57.1 µM]	-3	8%[57.1 µM]	-2.0	?
O=C1N=c2ccccc2=C1c1sc(=S)n(CC2CCCO2)c1O (centres undefined)	-2.2	2	-1%	3%	7%	0	5%	-0.8	-1%
COc1cccc(OCC(O)CN2C(C)CCCC2C)c1 (centres undefined)	-0.6	4	0%	1%	8%[57.1 µM]	-3	11%[57.1 µM]	-0.7	-2%
CC(C)CCN1NC2(CCCC(C)C2)NC1=S (centres undefined)	-0.7	-13	-8%	11%	-5%[57.1 µM]	-2	7%[57.1 µM]	-0.7	4%
CCOC(=O)c1ccc(NC(=O)N2CCN(S(C)(=O)=O)CC2)cc1	-0.1	-12	-12%	0%	-4%	2	-13%	-0.1	3%
COc1ccc(N2CC(C(=O)NCc3cccnc3)CC2=O)cc1 (centres undefined)	-0.9	-9	-8%	2%	3%	2	6%	-1.5	6%
O=C(CSc1nc2cc(Cl)c(Cl)cc2[nH]1)c1ccc2c(c1)OCO2	-1.4	5	-14%	4%	10%[57.1 µM]	-7	11%[57.1 µM]	2.1	-6%
COc1ccc(CCNC(=O)c2cnc3scc(C)n3c2=O)cc1OC	-0.6	-7	-6%	-1%	11%	-9	4%	-1.2	6%
Cc1ccc(-c2[nH][nH]c(=O)c(=O)c2N=Nc2ccccc2)cc1	-0.8	-4	-18%	2%	-6%	-4	-11%	-0.3	0%
Cc1cc(C(=O)Cn2nnc3ccccc3c2=O)c(C)n1Cc1cccs1	-0.7	7	-1%	-2%	-8%[57.1 µM]	32*	8%[57.1 µM]	-0.6	23%
COc1ccc(/C=C2\SC(=NCc3ccccc3)N(Cc3ccccc3)C2=O)cc1OC	0.6	27	-5%	0%	5%	-2	-1%	0.4	-5%
CC(C)(C)c1cc(NC(=O)c2ccco2)no1	0.0	1	-25%	-3%	4%	0	25%	0.5	0%
O=C1CNC(=S)N1C(CO)c1ccccc1 (centres undefined)	-0.3	-12	-3%	-9%	1%	8	7%	-1.7	-4%
O=C(Nc1ccc([N+](=O)[O-])cn1)c1ccc2c(c1)OCO2	0.0	-6	-5%	-1%	5%[57.1 µM]	8	14%[57.1 µM]	-0.7	8%
O=C1N=C(C=c2ccc(=Cc3[nH]c(=O)[nH]c3O)cc2)C(=O)N1	-0.1	-10	/	/	/	-22	/	1.0	/
COc1ccc(N2CCOCC2)c(NC(=O)c2ccco2)c1	-0.5	-18	-10%	0%	-3%	-1	-15%	0.1	-3%
N#Cc1c(N2CCOCC2)nc(N)c2c(N)nc3c(c12)CC(CCl)O3 (centres undefined)	0.8	1	-3%	-9%	17%	-2	0%	-0.1	15%
COc1ccc(Cc2nnc(NC(=O)c3cc(OC)cc(OC)c3)s2)cc1	1.8	-5	-22%	2%	-3%	5	4%	-0.1	20%

Bioassay records (PubChem)
